High-throughput results deposited in PubChem BioAssay by National Center for Advancing Translational Sciences (NCATS).
NPSR antag: blocks cAMP signaling of the human neuropeptide S receptor; 1% of 220,000 active; AID 1461; Potency, µM (series often up to 38.3 µM), inactives show at the top dose activity change, negative = inhibition, most hits filed as inhibitors; Q6W5P4; CHO-NPSR cells, cAMP TR-FRET, antagonist mode; also: potency is read from the fitted curve at half-maximal effect; % is scaled to controls: 0 for no effect and ±100 for the full control effect; nearly all actives have a fitted effect of over 50% in size; many of its hits are not listed in these tables
Target sequence (Q6W5P4 whole entry, looked up): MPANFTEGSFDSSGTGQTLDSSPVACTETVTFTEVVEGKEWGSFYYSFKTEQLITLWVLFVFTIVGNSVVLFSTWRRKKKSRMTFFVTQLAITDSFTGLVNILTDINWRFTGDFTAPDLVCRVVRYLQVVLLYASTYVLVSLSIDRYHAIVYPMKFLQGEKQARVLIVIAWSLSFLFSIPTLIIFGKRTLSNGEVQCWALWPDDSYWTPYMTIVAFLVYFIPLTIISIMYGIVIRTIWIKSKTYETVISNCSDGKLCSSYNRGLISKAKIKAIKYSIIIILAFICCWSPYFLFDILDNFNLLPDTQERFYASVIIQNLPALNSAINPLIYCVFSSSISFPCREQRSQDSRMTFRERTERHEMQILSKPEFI
KinaseGlo FLuc: Kinase-Glo luciferase inhibition (counter-screen); Q27757; Kinase-Glo luciferase, ATP luminescence, 8 min; Potency, µM (doses to about 38.3 µM), inactives show top-dose activity change, negative = inhibition, usual class: inhibitors; 0.28% of 200,000 active; also: potency is read from the fitted curve at half-maximal effect; % is scaled to controls: 0 for no effect and ±100 for the full control effect; nearly all actives have a fitted effect of over 60% in size
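Recombinant Kinase-Glo luciferase, 10 uM ATP (linear range), luciferin; imidazole pH 7.2 / KCl / MgCl2 / Tween / BSA buffer; 8 min RT; luminescence.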
Epigenetic reg: derepresses silenced GFP reporter in murine cells | murine LDR cells, GFP reporter derepression, 30 h | Potency, µM (top dose mostly 53.9 µM), for inactives: at the top dose GFP activation, actives largely listed as activators | 0.2% of 280,000 active; also: potency is read from the fitted curve at half-maximal effect; % of control where 0% means no effect; nearly all actives have a fitted effect of over 60% in size
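Readout is the number of GFP-expressing murine LDR cells, counted by cytometry following washing. Cells were treated with compound for 30 h at 37 C; the stably integrated CMV-GFP locus is normally silent.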
L3MBTL1 block: L3MBTL1 (human) inhibition; Q9Y468; AlphaScreen L3MBTL1–H3K9me1 peptide binding; Potency, µM (top dose mostly 57.1 µM), without a hit: top-dose activity, negative = inhibition, usual class: inhibitors; 0.66% of 230,000 active; also: potency is read from the fitted curve at half-maximal effect; % is scaled to controls: 0 for no effect and ±100 for the full control effect; nearly all actives have a fitted effect of over 60% in size
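Displacement of a biotinylated histone H3(1-15) peptide monomethylated at Lys9 (75 nM) from L3MBTL1 (50 nM) was measured by AlphaScreen after a 30 min room-temperature compound incubation; cefsulodin titration served as intraplate control.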
CBFb-RUNX1 inh: inhibitors of human CBF-beta and RUNX1 interaction | AlphaScreen CBFb-His/RUNX1-biotin binding, biochemical | Potency, µM (doses to about 59.8 µM), without a hit: top-dose activity, negative = inhibition, most hits filed as inhibitors | 230,000 tested, under 10 active | AID 1477; also: % of control where 0% means no effect
Target sequence (Q01196 whole entry, looked up): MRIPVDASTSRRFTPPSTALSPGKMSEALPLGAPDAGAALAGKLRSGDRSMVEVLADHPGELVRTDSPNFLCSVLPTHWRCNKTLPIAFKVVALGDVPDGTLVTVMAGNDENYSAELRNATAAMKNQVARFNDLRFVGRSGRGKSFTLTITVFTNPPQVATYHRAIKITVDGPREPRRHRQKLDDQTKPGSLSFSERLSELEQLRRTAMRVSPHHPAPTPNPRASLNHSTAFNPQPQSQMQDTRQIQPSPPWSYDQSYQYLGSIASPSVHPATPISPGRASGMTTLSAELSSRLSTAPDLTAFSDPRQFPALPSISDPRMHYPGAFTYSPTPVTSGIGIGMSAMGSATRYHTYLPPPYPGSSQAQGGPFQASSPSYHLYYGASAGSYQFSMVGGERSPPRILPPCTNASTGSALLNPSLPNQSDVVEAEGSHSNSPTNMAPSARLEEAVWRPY
Target sequence (Q13951 whole entry, looked up): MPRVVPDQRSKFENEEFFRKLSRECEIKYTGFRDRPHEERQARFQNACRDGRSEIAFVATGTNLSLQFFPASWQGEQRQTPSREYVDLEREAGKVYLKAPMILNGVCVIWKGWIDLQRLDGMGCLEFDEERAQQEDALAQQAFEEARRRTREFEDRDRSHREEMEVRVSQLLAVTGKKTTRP
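Room-temperature protein-protein interaction test with 30 nM each of His-tagged CBF-beta and biotinylated RUNX1, 15 min with compound, then 90 min with nickel plus streptavidin beads. Signal read in AlphaScreen mode.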
IMPase Li cell: membrane-permeable IMPase blocker, potentiated with lithium | CHO-M1 cells, IP1 TR-FRET (IP-One), carbachol + lithium | Potency, µM (titrated, usually from 59.4 µM), without a hit: at the top dose activity, negative = IMPase inhibition, actives largely listed as inhibitors | 0.35% of 210,000 active | AID 1457;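 also: IP1 builds up when IMPase is blocked and the TR-FRET signal falls; potency is read from the fitted curve at half-maximal effect; plate controls were basal vehicle for no effect and high inhibitor control for full effect; nearly all actives have a fitted effect of over 50% in size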
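CHO cells stably expressing M1 receptor (2000/well) were cultured 16–30 h, then exposed to compounds with a small lithium addition for 30 min at 37C. IP1 was measured by TR-FRET competition; AC50 from Hill fits.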
HttQ103 aggreg: reduces HttQ103-GFP aggregates in PC12 cells; PC12 HttQ103-GFP aggregates, Acumen cytometry, 40 h; Potency, µM (titrated, usually from 46.1 µM), inactives show at the highest dose activity change, negative = inhibition, hits mostly inhibitors; 1.1% of 220,000 active; AID 1688; also: potency is read from the fitted curve at half-maximal effect; % is scaled to controls: 0 for no effect and ±100 for the full control effect; nearly all actives have a fitted effect of over 60% in size
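Ecdysone-promoter PC12 model expressing HTT exon 1 Q103 fused to GFP, induced by tebufenozide at 100 nM final. Compounds titrated; aggregates sized 1–25 µm scored on a 488 nm laser cytometer.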
* = called active by the depositor; & = joins results of further samples; [ ] = remark or other dose. Calls follow the shape of the dose curve; as a rule, active = well fitted curve in the direction sought with a large enough effect; inconclusive = small, poorly fitted or top-dose-only effect, or another doubt; inactive = no such curve, though single readings can be large; an effect the other way counts as inactive or inconclusive.

What do the screens show for `Cc1ccc(N2CCN(S(=O)(=O)c3ccc(F)c(C)c3)CC2)c(C)c1`?
NPSR antag: -13%[46.1 µM]; KinaseGlo FLuc: 0%; Epigenetic reg: -1.1%; CBFb-RUNX1 inh: 19%; IMPase Li cell: 48%[activator][38.3 µM]; HttQ103 aggreg: inconclusive

How did Cc1cc(C)nc(N(C#N)CC(=O)N(c2ccccc2)C(C)C)n1 do in these assays?
NPSR antag: -7%[46.1 µM]; KinaseGlo FLuc: -4%; Epigenetic reg: -1.1%; L3MBTL1 block: 5%; CBFb-RUNX1 inh: -1%; IMPase Li cell: 7%[38.3 µM]; HttQ103 aggreg: 20%

What do the screens show for `Cc1cc(C)nc(N(C#N)CC(=O)N2CCC(C(N)=O)CC2)n1`?
NPSR antag: 2%; KinaseGlo FLuc: 1%; Epigenetic reg: -1.0%; L3MBTL1 block: 0%[11.4 µM]; CBFb-RUNX1 inh: 1%; IMPase Li cell: 0%; HttQ103 aggreg: 7%

Results for CC(C)(C)C(=O)N(Cc1ccccc1)c1ccccn1 ?
NPSR antag: 14%; KinaseGlo FLuc: -1%; Epigenetic reg: -3.2%; L3MBTL1 block: 6%; CBFb-RUNX1 inh: 7%; IMPase Li cell: 3%; HttQ103 aggreg: 12%

How did CN(C)c1ccc(CN2CCCCC2)cc1 do in these assays?
NPSR antag: -10%[46.1 µM]; KinaseGlo FLuc: 2%; Epigenetic reg: -2.2%; CBFb-RUNX1 inh: 5%; IMPase Li cell: 1%[38.3 µM]; HttQ103 aggreg: -3%[9.22 µM]

How did Cc1nc(-c2ccccc2)cc(=O)[nH]1 do in these assays?
NPSR antag: 9%[46.1 µM]; KinaseGlo FLuc: -1%; Epigenetic reg: -0.1%; L3MBTL1 block: 6%; CBFb-RUNX1 inh: 7%; IMPase Li cell: 2%[38.3 µM]; HttQ103 aggreg: -6%

How did COc1cccc(C(=O)NCc2ccc3c(c2)cc(C)n3C)c1 do in these assays?
NPSR antag: -24%; KinaseGlo FLuc: 0%; Epigenetic reg: -4.2%; L3MBTL1 block: -10%; CBFb-RUNX1 inh: inconclusive; IMPase Li cell: -7%; HttQ103 aggreg: 12%

What do the screens show for `O=C(Nc1nnc(-c2ccc(Cl)cc2)o1)NC1CCCCC1`?
NPSR antag: 4%[46.1 µM]; KinaseGlo FLuc: 16%; Epigenetic reg: 1.0%; CBFb-RUNX1 inh: 2%; IMPase Li cell: 8%[38.3 µM]; HttQ103 aggreg: -8%

How did COc1ccc(CN(C(C)=O)c2ccccc2C(=O)O)cc1 do in these assays?
NPSR antag: 7%; Epigenetic reg: 2.3%; L3MBTL1 block: 11%; CBFb-RUNX1 inh: 2%; HttQ103 aggreg: -11%[9.22 µM]

Results for COc1ccccc1N1CCN(S(=O)(=O)c2ccc3c4c(cccc24)C(=O)N3C)CC1 ?
NPSR antag: -7%[46.1 µM]; KinaseGlo FLuc: -3%; Epigenetic reg: 0.0%; L3MBTL1 block: 2%; CBFb-RUNX1 inh: 6%; IMPase Li cell: 21%[38.3 µM]; HttQ103 aggreg: -20%

Results for COCC(=O)OCn1nnc2ccccc2c1=O ?
NPSR antag: 3%[46.1 µM]; KinaseGlo FLuc: 0%; Epigenetic reg: 0.0%; L3MBTL1 block: 2%; CBFb-RUNX1 inh: 2%; IMPase Li cell: 8%[38.3 µM]; HttQ103 aggreg: 14%

Results for COc1ccc(-c2[nH]ncc2-c2cnc(C)s2)c(O)c1 ?
NPSR antag: inconclusive; KinaseGlo FLuc: -2%; Epigenetic reg: -1.5%; L3MBTL1 block: -2%; CBFb-RUNX1 inh: 6%; IMPase Li cell: 3%[38.3 µM]; HttQ103 aggreg: 11%[9.22 µM]

How did CCOC(=O)/C(C(=O)Nc1ccccc1Cl)=C1/NC(C)(C)Cc2ccccc21 do in these assays?
NPSR antag: 2%[46.1 µM]; KinaseGlo FLuc: -5%; Epigenetic reg: 0.0%; L3MBTL1 block: 0%; CBFb-RUNX1 inh: 24%; IMPase Li cell: 16%; HttQ103 aggreg: -6%

What do the screens show for `CCS(=O)(=O)N1CCCC(C(=O)NCCc2ccccc2)C1` (stereo unspecified)?
NPSR antag: 4%[46.1 µM]; KinaseGlo FLuc: 0%; Epigenetic reg: -1.0%; CBFb-RUNX1 inh: 2%; IMPase Li cell: 19%[38.3 µM]; HttQ103 aggreg: 8%

Results for O=C(Cc1cc(=O)oc2cc(O)ccc12)NCC1CCC(C(=O)O)CC1 (stereo unspecified) ?
NPSR antag: 4%[46.1 µM]; Epigenetic reg: -5.5%; L3MBTL1 block: 1%; CBFb-RUNX1 inh: 1%; HttQ103 aggreg: 1%

How did O=C(C1CCCN(S(=O)(=O)c2cccc3nsnc23)C1)N1CCN(c2ccccn2)CC1 (stereo unspecified) do in these assays?
NPSR antag: -11%[46.1 µM]; KinaseGlo FLuc: 0%; Epigenetic reg: 0.0%; L3MBTL1 block: -5%; CBFb-RUNX1 inh: 4%; IMPase Li cell: 2%; HttQ103 aggreg: 6%

What do the screens show for `O=C(Cc1ccc(-c2ccccc2)cc1)NCCN1CCOCC1`?
NPSR antag: -19%[46.1 µM]; KinaseGlo FLuc: -4%; Epigenetic reg: 0.0%; L3MBTL1 block: 9%; CBFb-RUNX1 inh: 2%; IMPase Li cell: -4%[38.3 µM]; HttQ103 aggreg: -3%

How did Cc1ccccc1-n1nc2c(c1NC(=O)/C=C\c1ccc3c(c1)OCO3)CSC2 do in these assays?
NPSR antag: -24%; KinaseGlo FLuc: -2%; Epigenetic reg: -1.7%; L3MBTL1 block: -14%; CBFb-RUNX1 inh: 10%[2.36 µM]; IMPase Li cell: 4%; HttQ103 aggreg: -6%

Results for C/C(Nc1ccc2oc(=O)ccc2c1)=C1/C(=O)CC2[C@@H]1C2(C)C (stereo partly specified) ?
KinaseGlo FLuc: -1%; Epigenetic reg: 2.0%; CBFb-RUNX1 inh: -16%; IMPase Li cell: 19%

Results for CC(OC(=O)C1=Cc2ccccc2OC1)C(=O)NCc1ccco1 (stereo unspecified) ?
NPSR antag: 2%; KinaseGlo FLuc: 0%; Epigenetic reg: 1.1%; L3MBTL1 block: -7%; CBFb-RUNX1 inh: -6%; IMPase Li cell: 2%; HttQ103 aggreg: -3%

Results for O=c1oc2ccccc2cc1-c1csc(Cc2nc(-c3ccc(Br)cc3)cs2)n1 ?
NPSR antag: -2%[46.1 µM]; KinaseGlo FLuc: -1%; Epigenetic reg: 1.2%; L3MBTL1 block: 9%; CBFb-RUNX1 inh: 2%; IMPase Li cell: 8%; HttQ103 aggreg: -4%

What do the screens show for `Cc1ccc(CN2CCN(/N=C/c3cc(Br)cc(Br)c3O)CC2)c(C)c1`?
NPSR antag: 6%; KinaseGlo FLuc: 2%; Epigenetic reg: -1.0%; L3MBTL1 block: -8%; CBFb-RUNX1 inh: 5%; IMPase Li cell: 8%; HttQ103 aggreg: -6%

How did NS(=O)(=O)c1cccc(NC(=O)COC(=O)C2CCN(S(=O)(=O)c3cccs3)CC2)c1 do in these assays?
NPSR antag: 2%; Epigenetic reg: 2.0%; L3MBTL1 block: 4%; CBFb-RUNX1 inh: 0%; HttQ103 aggreg: 1%[9.22 µM]

How did O=S(=O)(c1ccc(Cl)cc1)N1CCN(C2CCCCCC2)CC1 do in these assays?
NPSR antag: -17%[46.1 µM]; KinaseGlo FLuc: 2%; Epigenetic reg: 0.0%; CBFb-RUNX1 inh: 4%; IMPase Li cell: 40%[activator][38.3 µM]; HttQ103 aggreg: -14%

What do the screens show for `CCOc1ccc(N=C2SC(C(=O)Nc3ccccc3C#N)C(N)=C2C(=O)Nc2ccc(Cl)cc2)cc1` (stereo unspecified)?
NPSR antag: -33%; KinaseGlo FLuc: -6%; Epigenetic reg: 0.9%; L3MBTL1 block: -23%; CBFb-RUNX1 inh: inconclusive; IMPase Li cell: 9%; HttQ103 aggreg: 1%

Results for CCc1ccc(C(=O)COC(=O)c2cccc(N3C(=O)c4c(C)nc5ccccc5c4C3=O)c2)cc1 ?
NPSR antag: -13%[46.1 µM]; KinaseGlo FLuc: 0%; Epigenetic reg: -0.9%; L3MBTL1 block: -3%; CBFb-RUNX1 inh: -13%; IMPase Li cell: -9%[38.3 µM]; HttQ103 aggreg: -1%

What do the screens show for `CCCN(CCC)C(=O)c1ccc2c(=O)n(Cc3ccco3)c(=S)[nH]c2c1`?
NPSR antag: -42%; KinaseGlo FLuc: 5%; Epigenetic reg: 0.0%; L3MBTL1 block: -15%; CBFb-RUNX1 inh: -13%; IMPase Li cell: 12%; HttQ103 aggreg: 16%

How did COC(=O)[C@@H]1C[C@@]2(O)[C@H](O)[C@H](O)[C@H](O)C[C@H]2N1C/C=C/c1ccccc1 do in these assays?
NPSR antag: 21%; KinaseGlo FLuc: -1%; Epigenetic reg: 5.2%&2.5%; CBFb-RUNX1 inh: -1%&13%; IMPase Li cell: -13%; HttQ103 aggreg: -18%[9.22 µM]

Results for Cc1nc(NC(=O)c2ccc(OCC(C)C)cc2)sc1Cc1ccc2c(c1)OCO2 ?
NPSR antag: -21%; KinaseGlo FLuc: -2%; Epigenetic reg: 0.0%; L3MBTL1 block: -6%; CBFb-RUNX1 inh: -1%; IMPase Li cell: 10%; HttQ103 aggreg: -31%

What do the screens show for `COC(=O)N/N=C/c1ccccc1`?
NPSR antag: 2%; KinaseGlo FLuc: -7%; Epigenetic reg: 1.3%; CBFb-RUNX1 inh: 13%; IMPase Li cell: 3%; HttQ103 aggreg: 14%

3 compounds already listed, sorted by formula weight, lowest first:
How did O=S(=O)(c1ccc(Cl)cc1)N1CCN(C2CCCCCC2)CC1 do in these assays?
NPSR antag: -17%[46.1 µM]; KinaseGlo FLuc: 2%; Epigenetic reg: 0.0%; CBFb-RUNX1 inh: 4%; IMPase Li cell: 40%[activator][38.3 µM]; HttQ103 aggreg: -14%

How did COC(=O)[C@@H]1C[C@@]2(O)[C@H](O)[C@H](O)[C@H](O)C[C@H]2N1C/C=C/c1ccccc1 do in these assays?
NPSR antag: 21%; KinaseGlo FLuc: -1%; Epigenetic reg: 5.2%&2.5%; CBFb-RUNX1 inh: -1%&13%; IMPase Li cell: -13%; HttQ103 aggreg: -18%[9.22 µM]

Results for O=c1oc2ccccc2cc1-c1csc(Cc2nc(-c3ccc(Br)cc3)cs2)n1 ?
NPSR antag: -2%[46.1 µM]; KinaseGlo FLuc: -1%; Epigenetic reg: 1.2%; L3MBTL1 block: 9%; CBFb-RUNX1 inh: 2%; IMPase Li cell: 8%; HttQ103 aggreg: -4%

This is a subset; the hit share may differ from the screen's.
